# Compound activity: PubChem BioAssay, National Center for Advancing Translational Sciences (NCATS)
# Akt phos inh: HTS Assay for Inhibitors of Akt Phophorylation: Primary Screen; Neuro2A IGF-stimulated pAkt S473 HTRF, 20 min; active compounds read low; activity change, % for hits at 50 µM; 0.32% of 360,000 active; AID 651550, 2012; in the data active = activity change below about -80%; inconclusive = mostly about -51% to -80%; also: % is scaled to controls: 0 for no effect and ±100 for the full control effect
#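 Neuro2A cells (4,500/well, DMEM with 0.5% FBS) were treated with compound at a single 50 µM final concentration, stimulated with 6 nM IGF for 20 min at 37 °C, and lysed. Phospho-Akt Ser473 was read by HTRF as 665/615 ratio ×10^4.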
# TDP-43 yeast inh: qHTS of TDP-43 Inhibitors; AID 652104, 2013; Potency, µM (series often up to 46.1 µM), inactives show at the highest dose growth rescue (activation), hits mostly activators; TDP-43 expressing yeast growth rescue, BacTiter-Glo, 24 h; 1.8% of 410,000 active; also: potency is read from the fitted curve at half-maximal effect; % of control where 0% means no effect; nearly all actives have a fitted effect of over 50% in size
#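 Growth rescue of TDP-43-toxic yeast measured as ATP luminescence (BacTiter-Glo). Cells grown to mid-log in raffinose, induced in galactose at OD600=0.02, exposed to compound 24 hr at 30 deg C.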
# Mm-Cpn inhibitor: Inhibitors of TCP-1 ring complex (TRiC) of Methanococcus maripaludis (MmCpn): qHTS; Chaperonin Mm-Cpn (Methanococcus maripaludis); purified Mm-Cpn ATPase, ADP Transcreener TR-FRET; Potency, µM (titrated, usually from 76.9 µM), for the others: at the highest dose activity, negative = inhibition, hits mostly inhibitors; 0.031% of 330,000 active; also: potency is read from the fitted curve at half-maximal effect; % is scaled to controls: 0 for no effect and ±100 for the full control effect; nearly all actives have a fitted effect of over 80% in size
#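 ATPase read-out: TR-FRET ADP immunoassay (anti-ADP Eu cryptate vs ADP-d2), ex 320 nm, em 590/665 nm; signal drops as ADP forms. Enzyme 25 nM, ATP 10 uM, 30 min at 37°C after 10 min compound preincubation.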
# GLP1R inv ag: qHTS of GLP-1 Receptor Inverse Agonists (Inhibition Mode). Glucagon-like peptide 1 receptor (Homo sapiens), P43220. HEK293 GLP-1R CRE-luciferase, luminescence, 24 h; GLP-1R form is constitutively active. Potency, µM (highest dose often 38.3 µM), inactives show top-dose activity change, negative = inhibition, most hits filed as inhibitors. 1.6% of 410,000 active. AID 624417, 2012; also: potency is read from the fitted curve at half-maximal effect; % is scaled to controls: 0 for no effect and ±100 for the full control effect; nearly all actives have a fitted effect of over 55% in size
# Target sequence (P43220 whole entry, looked up): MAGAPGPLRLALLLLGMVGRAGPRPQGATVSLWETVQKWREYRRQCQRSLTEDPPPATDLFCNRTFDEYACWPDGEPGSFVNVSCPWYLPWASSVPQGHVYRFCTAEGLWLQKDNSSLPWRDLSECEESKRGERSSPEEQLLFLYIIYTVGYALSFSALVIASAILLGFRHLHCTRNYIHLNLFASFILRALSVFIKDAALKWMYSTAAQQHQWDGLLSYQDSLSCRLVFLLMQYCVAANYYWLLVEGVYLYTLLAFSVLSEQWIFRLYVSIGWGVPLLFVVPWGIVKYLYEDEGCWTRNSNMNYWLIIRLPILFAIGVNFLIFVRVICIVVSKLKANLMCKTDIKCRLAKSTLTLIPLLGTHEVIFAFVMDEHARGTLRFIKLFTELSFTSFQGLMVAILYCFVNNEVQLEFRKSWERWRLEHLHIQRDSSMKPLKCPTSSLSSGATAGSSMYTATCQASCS
#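 Using stably transfected HEK293 (constitutively active GLP-1R, cAMP-luciferase reporter), compounds were incubated 24 hr and luciferase measured by luminescence.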
# PTHR1 agonist: qHTS for PTHR1 Agonists: Primary Screen. Parathyroid hormone/parathyroid hormone-related peptide receptor (Homo sapiens), Q03431. HEK293 GP2 PTHR1 cells, GloSensor cAMP luminescence, 1 h. Potency, µM (doses to about 115 µM), without a hit: at the top dose activation, actives largely listed as activators. 0.075% of 410,000 active; also: potency is read from the fitted curve at half-maximal effect; nearly all actives have a fitted effect of over 55% in size; some results filed as inactive show a strong effect at the top dose; inactives centre near -15; many of its hits are not listed in these tables
# Target sequence (Q03431 whole entry, looked up): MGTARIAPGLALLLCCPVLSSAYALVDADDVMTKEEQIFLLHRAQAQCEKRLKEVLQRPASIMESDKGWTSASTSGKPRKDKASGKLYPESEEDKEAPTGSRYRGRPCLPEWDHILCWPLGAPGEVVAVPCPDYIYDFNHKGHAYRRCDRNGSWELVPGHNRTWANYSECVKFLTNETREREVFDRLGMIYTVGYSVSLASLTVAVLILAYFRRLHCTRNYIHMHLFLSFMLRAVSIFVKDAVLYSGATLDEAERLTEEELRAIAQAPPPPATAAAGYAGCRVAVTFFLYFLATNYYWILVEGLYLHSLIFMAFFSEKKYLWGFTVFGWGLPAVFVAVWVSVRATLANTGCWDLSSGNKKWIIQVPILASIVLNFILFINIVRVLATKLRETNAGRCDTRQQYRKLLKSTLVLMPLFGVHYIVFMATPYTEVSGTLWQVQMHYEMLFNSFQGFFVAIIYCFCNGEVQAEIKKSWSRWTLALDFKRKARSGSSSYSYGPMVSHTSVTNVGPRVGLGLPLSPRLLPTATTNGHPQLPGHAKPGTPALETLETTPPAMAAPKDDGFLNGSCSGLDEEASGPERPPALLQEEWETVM
#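 HEK-293-derived GP2 cells expressing PTHR1 and a GloSensor cAMP reporter, 3,000/well, plated overnight, given luciferin plus IBMX (each 0.5 mM as added) for 1 h at 37 °C, then compound for 1 h at 37 °C. Luminescence was read after 15 min at room temperature.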
# Abeta yeast res: qHTS for compounds that reverse cellular toxicity of Amyloid beta (A-beta) peptide in yeast: Primary Screen; yeast expressing A-beta42, growth rescue, OD600, 48 h; response scale: 0% DMSO, 100% iron-clioquinol control; Potency, µM (top dose mostly 46.1 µM), without a hit: at the highest dose growth rescue, actives largely listed as activators; 0.063% of 410,000 active; also: potency is read from the fitted curve at half-maximal effect; nearly all actives have a fitted effect of over 55% in size
#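 Yeast A-beta toxicity model in growth medium with pinned compounds, 48 h at 30 C; growth read as absorbance at 600 nm. Normalized to FeCl3/clioquinol equimolar mix (positive) and DMSO (negative).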
# GLP1R cytotox: qHTS of GLP-1 Receptor Inverse Agonists: Cytotox Screen. HEK293 cAMP-luciferase reporter cells, luminescence, 24 h. Potency, µM (highest dose often 38.3 µM), for inactives: top-dose activity change, negative = inhibition, most hits filed as inhibitors. 0.13% of 410,000 active. AID 624418, 2012;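 also: loss of luciferase light is scored as toxicity; potency is read from the fitted curve at half-maximal effect; % is scaled to controls: 0 for no effect and ±100 for the full control effect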
#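 Step one: seed cells (200 cells/uL, DMEM with 10% Nu serum, 1% pen-strep). Step two: 12-hour incubation at 37 deg C. Step three: pin 23 nL compound, incubate 24 hr. Step four: add luciferase reagent, read luminescence 12 min later.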
# aSyn yeast inh: qHTS of alpha-syn Inhibitors. Potency, µM (series often up to 46.1 µM), for inactives: at the highest dose growth rescue (activation), most hits filed as activators. Yeast expressing alpha-synuclein, growth rescue, BacTiter-Glo, 24 h. 0.14% of 370,000 active; also: potency is read from the fitted curve at half-maximal effect; % of control where 0% means no effect; nearly all actives have a fitted effect of over 65% in size
#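 Galactose-induced alpha-syn yeast (OD600=0.02, raffinose-pregrown) + pinned cpd, 24 hr, 30 deg C; growth by BacTiter-Glo luminescence. Growth restoration scores as activation.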
# FUS suppressor: qHTS for Suppressors of FUS Proteinopathy: Primary screen using FUS-linked yeast assay; S. cerevisiae FUS-expressing, growth rescue, OD600, 24 h; 0.24% of 390,000 active; Potency, µM (highest dose often 76.6 µM), for the others: at the highest dose growth rescue (activation), actives largely listed as activators;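 also: potency is read from the fitted curve at half-maximal effect; plate controls were DMSO vehicle for no effect and reference control for full effect; nearly all actives have a fitted effect of over 55% in size; some results filed as inactive show a strong effect at the top dose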
#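 Cultures pregrown in 2.5% raffinose medium are shifted to minimal medium containing 2% galactose to express toxic FUS. Compounds are tested at several concentrations. After 24hr at 30C, growth is quantified at 600 nm absorbance.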
# * hit, by the source's call; i = inactive; ? = inconclusive; / = not tested or not shown; & = joins results of further samples; [ ] = another dose, or the depositor's remark. Unless noted, calls follow the shape of the dose curve; as a rule, active = well fitted curve in the direction sought with a large enough effect; inconclusive = small, poorly fitted or top-dose-only effect, or another doubt; inactive = no such curve, though single readings can be large; an effect the other way counts as inactive or inconclusive. Some of the compounds tested; the hit share may differ from the screen's.
SMILES,Akt phos inh,TDP-43 yeast inh,Mm-Cpn inhibitor,GLP1R inv ag,PTHR1 agonist,Abeta yeast res,GLP1R cytotox,aSyn yeast inh,FUS suppressor
COc1ccc(S(=O)(=O)NCC2CCCN(C(=O)CNC(C)=O)C2)cc1 (configuration not stated),i,10%,0%,5%,-22%,5%,2%,6%,9%
COc1ccc(OC2(C)CCN(Cc3ccccc3OC(F)F)C2)cc1 (configuration not stated),i,11%,/,?,-4%,-1%,1%,0%,-11%
O=C(N/N=C/c1c[nH]c2ccccc12)c1cc2ccccc2o1,i,17%,-1%,?,-9%,-1%,-14%,0%,-6%
COC(=O)c1ccc(C2OCC(C)(C)CO2)cc1,i,1%,1%,22%,-20%,-6%,3%,-9%,-4%
Cc1cc(=O)n2nc(N3CCCC(C(=O)Nc4ccc(C)c(C)c4)C3)sc2n1 (configuration not stated),i,0%,-2%,-1%,i,-7%,-28%,?,10%
Cc1ccnc(SCc2ccc([N+](=O)[O-])cc2)n1,i,/,1%,45%[activator],-12%,-2%,14%,1%,1%
Nc1nnc(SCC(=O)N2CCc3ccccc32)n1-c1ccccc1,i,12%,-1%,0%,i,1%,-15%,2%,6%
COc1cc(-c2nnc(Cn3cc(C(F)(F)F)ccc3=O)o2)cc(OC)c1OC,i,11%,0%,41%[activator],i,4%,14%,7%,7%
Cc1cc(Br)c(NC(=O)c2ccccc2[N+](=O)[O-])cc1C,i,19%,-3%,5%,i,-2%,1%,0%,15%
CCn1cc(NC(=O)Nc2ccccc2C(=O)OC)c(C(N)=O)n1,i,-15%,0%,-1%,i,-28%,0%,-1%,?
C=CCN1C(=O)S/C(=C\c2ccc3c(c2)n(C)c(=O)n3C)C1=O,i,-10%,-2%,63%[activator],i,-12%,-3%,-3%,/
Cc1nnc(SCC(=O)NC2CCCCC2)n(N)c1=O,/,-10%,2%,0%,i,2%,7%,-8%,16%
O=C(c1[nH]c(C(F)(F)F)nc1-c1ccccc1)N1CCCN(Cc2ccc(F)cc2)CC1,i,0%,/,-6%,-20%,2%,-6%,-2%,-30%
O=C(NCCNC(=O)c1ccc(F)cc1)c1ccc(F)cc1,i,-10%,/,15%,i,10%,-7%,-7%,20%
COC(=O)c1cc(-c2ccc(OC)c(OC)c2)c2c(=O)[nH]c(=O)n(C)c2n1,i,13%&0%,-1%,138%&11%[activator],i,0%&-5%,45%&-14%[activator],7%,-18%&-19%

# Whole records from above.
# Profile of COC(=O)c1cc(-c2ccc(OC)c(OC)c2)c2c(=O)[nH]c(=O)n(C)c2n1 = Akt phos inh: i; TDP-43 yeast inh: 13%&0%; Mm-Cpn inhibitor: -1%; GLP1R inv ag: 138%&11%[activator]; PTHR1 agonist: i; Abeta yeast res: 0%&-5%; GLP1R cytotox: 45%&-14%[activator]; aSyn yeast inh: 7%; FUS suppressor: -18%&-19%
# Profile of C=CCN1C(=O)S/C(=C\c2ccc3c(c2)n(C)c(=O)n3C)C1=O = Akt phos inh: i; TDP-43 yeast inh: -10%; Mm-Cpn inhibitor: -2%; GLP1R inv ag: 63%[activator]; PTHR1 agonist: i; Abeta yeast res: -12%; GLP1R cytotox: -3%; aSyn yeast inh: -3%; FUS suppressor: /
# Profile of COc1cc(-c2nnc(Cn3cc(C(F)(F)F)ccc3=O)o2)cc(OC)c1OC = Akt phos inh: i; TDP-43 yeast inh: 11%; Mm-Cpn inhibitor: 0%; GLP1R inv ag: 41%[activator]; PTHR1 agonist: i; Abeta yeast res: 4%; GLP1R cytotox: 14%; aSyn yeast inh: 7%; FUS suppressor: 7%

# Next section:
SMILES,Akt phos inh,TDP-43 yeast inh,Mm-Cpn inhibitor,GLP1R inv ag,PTHR1 agonist,Abeta yeast res,GLP1R cytotox,aSyn yeast inh,FUS suppressor
O=C(Nc1ccc(Cl)c(-c2nc3ccccc3o2)c1)c1ccc(-c2cccc([N+](=O)[O-])c2)o1,/,?,/,9%,i,-14%,2%,3%,-4%
Cc1ccc(C)c(OCCCn2c(-c3ccc(Cl)cc3)nc3ccccc3c2=O)c1,/,16%,/,-4%,i,-7%,-5%,/,-10%
O=c1oc2ccccc2c(N2CCN(c3ccc(F)cc3)CC2)c1CN1CCCC1,/,16%,/,-9%,-10%,-29%,4%,/,-7%
CCC(Sc1nc2n[nH]c(C)c2c(=N)n1-c1ccc(Br)cc1)C(=O)N(CC)CC (configuration not stated),/,-3%,/,?,-77%[inhibitor],-24%,-23%,/,10%
Cc1ccccc1-c1nnc(SCC#N)o1,i,-16%,-9%,18%,-3%,-24%,-12%,-1%,-20%
CC(=O)Nc1ccc(S(=O)(=O)NNC(=O)NC23CC4CC(CC(C4)C2)C3)cc1,i,-12%,-1%,-5%,14%,-1%,-10%,-2%,22%
CCCNc1nc2c(c(=O)n(C)c(=O)n2C)n1CCC(C)C,i,4%,-2%,5%,-19%[57.5 µM],8%,0%,7%,10%
O=C(NC1CCCC1)c1ccc(CS(=O)(=O)Cc2ccccc2Cl)o1,i,-1%,-2%,-22%,-8%,-7%,-5%,-1%,9%
CC1CCCC(C)N1C(=O)c1cc(-c2ccco2)on1 (configuration not stated),i,16%,1%,-26%,i,8%,2%,-1%,5%
O=C(c1cc(COc2ccc3ncccc3c2)on1)N1CCC[C@H]1CO,i,-2%,1%,11%,-33%,7%,-2%,0%,/
Cc1c(C)c2cc(Cl)c(OCC(=O)N3CCN(c4ccc(F)cc4)CC3)cc2oc1=O,i,7%,0%,23%,i,5%,5%,2%,-20%
COC(=O)CSc1nnc(CNC(=O)c2ccc(OC)c(OC)c2)n1C,i,23%,1%,13%,i,-21%,5%,0%,-15%
O=C(CS(=O)(=O)Nc1ccc(F)cc1Cl)Nc1ccc(F)cc1Cl,i,-5%,-3%,?,-18%,-19%,-18%,0%,0%
Cc1nnc(SCC(=O)N2CCN(S(=O)(=O)c3ccccc3)CC2)[nH]c1=O,i,3%,-2%,0%,i,11%,-6%,1%,-5%
Cc1cc(C(=O)N2CCc3ccccc3C2)n[nH]1,i,17%,2%,20%,-9%,21%,1%,-2%,-13%
O=C1C=C(c2ccc(F)nc2)C[C@@H](c2ccc3c(c2)OCO3)C1,i,13µM*,-5%,10%,-20%,-5%,2%,8%,3%
CCCCNC(=O)CN1C(=O)CSc2ccc(S(=O)(=O)N3CCOCC3)cc21,i,7%,/,-6%,-9%,7%,2%,14%,-33%
CC(C)c1csc(CN2CCCC(CNC(=O)c3cccc4ccccc34)C2)n1 (configuration not stated),i,-9%,-2%,?,-89%[inhibitor],2%,5%,-2%,9%
O=C(Nc1ccccc1Cl)c1cc2c(-c3ccccc3)nn(-c3ccccc3)c2s1,/,14%,/,14%,i,-2%,-5%,-1%,-8%
CCCSc1nc2sc3c(c2c(=O)n1-c1ccccc1)CCC(C)C3 (configuration not stated),/,-10%,/,2%,7%,-18%,-1%,/,-22%
COc1c(C)cc(S(=O)(=O)N2CCOCC2)c(C)c1C,i,1%,-1%,4%[7.66 µM],-3%,26%,2%[7.66 µM],2%,26%
CCC(C)COC(c1ccccc1)(c1ccccc1)C(Oc1nc(C)cc(C)n1)C(=O)O (configuration not stated),i,-12%,2%,?,i,7%,-26%,-7%,41%
COc1ccc(NC(C)=O)cc1S(=O)(=O)Nc1cccc(S(=O)(=O)NC2=NCCC2)c1,i,11%,1%,7%,i,-6%,-3%,4%[1.84 µM],6%
[2H]C([2H])(CCOS(N)(=O)=O)c1ccccc1,i,17%,-2%,11%,i,8%,-5%,1%,-35%
CCc1cccc2c(C(=O)C(NC(C)CC)c3ccccc3)c[nH]c12 (configuration not stated),i,6%,-1%,?,i,11%,?,10%,6%
Cc1cc(N/C=C/C(=O)c2cccs2)ccc1F,i,19%,1%,-5%,-30%[inhibitor],-19%,6%,9%,-3%
OCc1ccccc1-c1cccc2nccn12,i,8%,/,17%,-6%,-3%,16%,1%,23%
Cc1ccc2c(c1)nnn2C1CCN(CC(=O)Nc2ccccc2N2CCOCC2)CC1,i,-6%,0%,-9%,i,-6%,-7%,13%,19%
COc1cc(/C=C/C(=O)O)cc(S(=O)(=O)N2CCCc3ccccc32)c1OC,i,-3%,1%,16%,i,-8%,-10%,-2%,11%
COC(=O)c1ccc(CSc2nc3sc4c(c3c(=O)n2C)CCCC4)o1,i,-19%,-1%,8%,-16%,-13%,6%,11%,33%
Nc1ccc2nn(-c3cc([N+](=O)[O-])ccc3O)nc2c1,i,?,1%,9%,i,-14%,-26%,7%,18%

# An excerpt from above, reduced to PTHR1 agonist and GLP1R cytotox:
SMILES | PTHR1 agonist | GLP1R cytotox
OCc1ccccc1-c1cccc2nccn12 | -6% | 16%
Cc1ccc2c(c1)nnn2C1CCN(CC(=O)Nc2ccccc2N2CCOCC2)CC1 | i | -7%
